TNAP activation fold = stimulation of alkaline phosphatase TNAP activity – biochemical, luminescent, no phosphate acceptor, uHTS, primary screen (AID 1001); purified TNAP, luminescent activation assay, no phosphate acceptor; higher activation fold means a stronger effect; activation fold at 20 µM; hits with a dose series show EC50 in µM; hit rate 0.03% among 200,000; in the data active = activation fold from about 3, or a potency from the dose series; inactive = the rest, 99 in 100 with activation fold below about 1.6; note: many of its hits are not listed in these tables
WT yeast gro inh = growth inhibition of WT yeast, mitochondrial fusion screen. hit rate 2.1% among 190,000. inhibition, % at 10 µM. mitochondrial fusion phenotypic screen, WT strain; in the data active = inhibition above about 58%; tested in S. cerevisiae
human PMI inhibition = MPI enzyme activity inhibition – biochemical, fluorescence intensity, coupled assay, primary screen (AID 1209). purified PMI enzyme, coupled fluorescence intensity; higher % means a stronger effect. one-dose inhibition, % at 20 µM; IC50 in µM for titrated hits. hit rate 0.42% among 190,000;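 note: plate controls were DMSO vehicle for no effect and wells lacking substrate for full effect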
SIAH1 antagonists = Siah-1 peptide-binding antagonists, primary screen, biochemical, fluorescence polarization, rhodamine-plectin, uHTS (AID 1817); Siah-1 / rhodamine-plectin peptide fluorescence polarization; higher % means a stronger effect; displacement, % at 20 µM, or IC50 in µM where a hit was titrated; hit rate 0.02% among 290,000;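 active = displacement of at least 50% at 20 µM, with a fluorescence ratio check between 0.3 and a set limit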;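 note: plate controls were Siah plus tracer with DMSO for no effect and tracer alone without Siah for full effect; strong numbers were not always called active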
RSV antiviral HEp-2 = RSV antiviral activity via CPE protection, HEp-2 cells, primary 10 µM value included (AID 2391); HEp-2 cells, RSV-induced CPE inhibition; higher % means a stronger effect; one-dose CPE inhibition, % at 10 µM; IC50 in µM for titrated hits; hit rate 0.13% among 310,000; in the data active = a potency from the dose series; inconclusive = CPE inhibition mostly from about 23% at the one dose, without a potency; inactive = the rest, 99 in 100 with CPE inhibition below about 21%; note: strong numbers were not always called active
XIAP antagonists = small molecules displacing peptide from XIAP – biochemical, IAP family, fluorescence polarization (AID 1018). one-dose displacement, % at 20 µM; IC50 in µM for titrated hits. XIAP BIR domain, fluorescence polarization peptide displacement; higher % means a stronger effect. hit rate 0.007% among 200,000; in the data active = displacement above about 50%; note: a part of the inactive calls stands beside numbers as strong as those of hits
Myeloid diff 2 = promotes myeloid progenitor differentiation; ER-HoxA9 myeloid progenitors, lysozyme-GFP differentiation, flow cytometry; calls only at 10 µM; hit rate 1% among 360,000;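 active = normalized GFP-positive differentiation at or above the plate's own cutoff, the solvent-only control mean plus 3 SD; inconclusive = no clear call, values can overlap the other calls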;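 note: cells exposed to compound for four days before flow analysis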
Salmonella PhoP GFP = PhoP-dependent GFP reporter repression – Salmonella Typhimurium, primary screen (AID 1863) | S. Typhimurium PhoP-regulated promoter GFP reporter, 4 h; higher % means a stronger effect | inhibition, % at 50 µM, or IC50 in µM where a hit was titrated | hit rate 0.16% among 300,000;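 active = inhibition over 29.93%, a cutoff 3 SD above the screen mean, later confirmed by dose response; inconclusive = inhibition over 29.93% but no dose response follow-up; inactive = inhibition at most 29.93% or unconfirmed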;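 note: 0% = low Mg2+ inducing control and 100% = high Mg2+ repressing control; strong numbers were not always called active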
PMI inhibition = human PMI inhibitors, high substrate, primary screen, biochemical, fluorescence intensity, high mannose 6-phosphate (AID 1220); recombinant PMI enzyme, coupled fluorescence intensity; higher % means a stronger effect; hit rate 0.66% among 190,000; one-dose inhibition, % at 20 µM; IC50 in µM for titrated hits
WT yeast gro inh mutant strain = recorded beside WT yeast gro inh, whose call it bears; inhibition, %; mitochondrial fusion phenotypic screen, mutant strain inhibition
Myeloid diff 2 GFP+ MAC1+ % = further read-out of Myeloid diff 2, marked with its call; GFP+ MAC1+ double positive, %; measured here: differentiation confirmed by MAC1 staining
* hit, by the source's call; i = inactive; ? = inconclusive; . = not tested or not shown; + = active, no number. Cut-off read from the data, not from the text of the source, unless noted: active = inhibition above about 50%; inactive = the rest. Compounds as they come. Share with any hit: about 3.1%.

SMILES	TNAP activation fold	WT yeast gro inh	WT yeast gro inh mutant strain	human PMI inhibition	SIAH1 antagonists	RSV antiviral HEp-2	XIAP antagonists	Myeloid diff 2	Myeloid diff 2 GFP+ MAC1+ %	Salmonella PhoP GFP	PMI inhibition
CCOC(=O)c1ccc(NC(=O)Nc2ccc3c(c2)OCCO3)cc1	1.1	17	8	10%	2%	0.1%	-1.8%	i	0.4	-8%	14%
CCOc1cc(Br)ccc1S(=O)(=O)NCc1ccccc1	1.1	-1	12	24%	1%	-2.3%	-4.9%	i	0.4	-4%	16%
O=C(CSc1n[nH]c(-c2ccccc2)n1)Nc1ccc(Br)cn1	0.4	2	1	2%	14%	5.2%	-2.2%	i	1.0	-8%	4%
CC(=O)c1ccc(Oc2cnccn2)cc1	1	-9	14	-4%	-2%	1.6%	-7.6%	i	0.8	6%	-7%
CC(=O)Nc1ccc(C(=O)N/N=C/c2cc(Br)cc(Br)c2O)cc1	1.1	-3	7	-15%	6%	-2.2%	-0.8%	i	0.4	4%	2%
Cc1nn(Cc2ccc(C(=O)Nc3nc4c(C)cccc4s3)o2)c(C)c1Br	1.1	-6	10	8%	5%	9.3%	2.5%	i	1.0	-5%	6%
Cc1cc(NC(=O)CSc2nc3ccccc3[nH]2)n(-c2ccccc2)n1	.	.	.	.	-1%	6.2%	.	i	0.7	-12%	.
O=C(Cn1c(=O)n(-c2ccccc2)c(=O)c2sccc21)NCc1ccccc1	1.1	-7	13	-12%	1%	1.1%	-6.0%	i	0.8	1%	-10%
O=C1NN(c2ccc(F)cc2)C(=O)/C1=C/c1cccs1	0.9	0	8	-5%	12%	-1.9%	-3.6%	i	0.1	0%	-2%
O=C(CNCc1ccco1)Nc1ccc(N2CCCCCC2)cc1	1.2	8	-2	6%	-1%	-2.0%	-1.9%	i	1.0	2%	21%
COc1ccc(-n2nc(C(=O)NCCCN3CCOCC3)c3ccccc3c2=O)c(OC)c1	.	.	.	.	5%	2.4%	.	i	1.8	-4%	.
O=C(Nc1ncccc1Cl)C(Sc1ccccc1)c1ccccc1 (stereo not given)	1	16	-5	1%	1%	4.2%	-2.7%	i	2.9	-6%	5%
O=C(CSc1nnnn1-c1ccc(O)cc1)Nc1cccc(S(=O)(=O)N2CCCC2)c1	1	-13	-7	9%	4%	6.9%	-5.4%	i	0.9	12%	5%
Cc1sc(NC(=O)CSc2nnnn2C2CCCC2)c(C#N)c1C	1.1	-5	-4	9%	-4%	0.3%	2.1%	i	0.9	6%	10%
CN1CCN(c2nc3c(c(=O)n(C)c(=O)n3C)n2Cc2ccccc2)CC1	.	.	.	.	1%	1.7%	.	i	0.7	-5%	.
CC(C)/C(=N\NS(=O)(=O)c1ccc(Br)cc1)c1cccs1	1.1	29	14	0%	7%	1.9%	-8.5%	i	0.7	0%	3%
COc1cccc(OCCNC(=O)c2ccccc2Sc2ccccc2C#N)c1	1.1	-19	-14	12%	3%	5.5%	-3.0%	i	0.5	2%	2%
O=C1C(c2ccc(F)cc2)N(Cc2ccc3c(c2)OCO3)C(=O)CN1C1CCCCCC1 (stereo not given)	1.2	.	.	18%	0%	-0.4%	-2.0%	i	9.5	30%	12%
OCCNc1nc2ccccc2nc1NCCO	.	.	.	.	9%	3.8%	.	i	0.3	-1%	.
CCOC(=O)c1c(NC(=O)c2ccn(CC)n2)sc2c1CCC2	.	.	.	.	-1%	3.2%	.	i	0.4	0%	.
CC(C)(C)NC(=O)C1N(c2cccnc2)C(=O)C2C(C(=O)Nc3ccccc3F)C3(C)C=CC21O3 (stereo not given)	1.1	1	6	-4%	0%	0.8%	-4.8%	i	0.9	8%	-5%
COc1ccccc1CNS(=O)(=O)c1ccc(-n2cnnn2)c(C)c1	.	.	.	.	-3%	0.1%	.	i	1.3	3%	.
O=C(NCc1ccccc1)c1ccc(Br)cc1	1.1	-5	-15	-3%	10%	4.1%	-3.6%	i	0.3	.	-8%
COc1ccccc1CNC(=O)C(=O)c1cn(CC(=O)N2CCOCC2)c2ccccc12	.	.	.	.	1%	0.2%	.	i	3.5	-6%	.
Cn1c(NCc2c(O)ccc3ccccc23)nc2ccccc21	1.1	59	70	40%	-3%	?	-4.0%	i	1.7	23%	28%
COc1ccc(C)cc1NC(=O)C1CCN(C(=O)Cc2ccccc2)CC1	1	15	-5	3%	-6%	-1.1%	-5.5%	i	0.7	6%	8%
COc1cc(N2CCCC2)c(OC)cc1/C=C1/NC(=S)NC1=O	1.1	7	-2	-14%	51%	3.0%	0.1%	+	14*	?	28%
CCN(C(=O)/C=C/c1ccccc1)C1CCCCC1	.	.	.	.	2%	0.6%	.	i	0.9	4%	.
CCCn1c(C(O)c2ccc(OC)c(OC)c2)nc2ccccc21 (stereo not given)	.	.	.	.	2%	3.9%	.	i	0.7	1%	.
O=C1CCCN1c1ccc(CNS(=O)(=O)c2ccc(F)cc2)cc1	1.1	3	-17	19%	3%	0.3%	-6.4%	i	0.7	-4%	18%
COc1ccc2cc(C(=O)C3CCCN(Cc4ccccn4)C3)ccc2c1 (stereo not given)	1	27	9	14%	14%	-2.3%	-3.2%	i	0.1	.	11%
CCOc1cccc(/C=N/N2CCN(c3ccc(Cl)cc3)CC2)c1O	.	.	.	.	6%	?	.	i	2.9	5%	.
O=C(COc1ccc(C(=S)N2CCC(Cc3ccccc3)CC2)cc1)N1CCOCC1	1.2	26	20	-1%	4%	12%	-2.8%	i	0.6	-6%	9%
COc1cc([N+](=O)[O-])cc2cc(C(=O)N3CCCC3)c(=O)oc12	0.7	2	3	.	-6%	1.2%	-1.2%	?	.	6%	.
Cc1cc(C(=S)N2CCOCC2)c(C)n1-c1ccc(Cl)cc1	1	7	-1	-12%	0%	1.1%	-6.2%	i	0.4	0%	-19%
CCOC(=O)c1c(N)sc2c(OCC)c(Br)ccc12	1	36	7	13%	-2%	22%	-0.5%	i	5.2	-1%	21%
O=C(O)CC(NC(=O)C(c1ccccc1)c1ccccc1)c1ccco1 (stereo not given)	1	19	8	17%	4%	1.1%	-2.5%	i	1.3	8%	11%
CC(=O)N1CCN(C(=O)c2ccc(-n3c(C)ccc3C)cc2)CC1	1	-8	-14	6%	4%	1.0%	-4.7%	i	0.6	2%	0%
NC(=O)CN1C(=O)NC2(CCCc3sccc32)C1=O (stereo not given)	.	.	.	.	-2%	1.2%	.	i	1.1	-7%	.
CC(=O)N/C(=N/c1nc(C)cc(C)n1)Nc1ccc(C)cc1C	.	.	.	.	8%	0.6%	.	i	0.7	-7%	.
CCOC(=O)/C(C#N)=N/Nc1c(S(=O)(=O)Cc2ccco2)csc1C(=O)OC	.	.	.	.	10%	1.2%	.	i	0.9	-11%	.
CCN(CC)S(=O)(=O)c1ccc(-c2cc(C(=O)OC)sc2C(F)(F)F)cc1	.	.	.	.	7%	14%	.	i	0.6	5%	.
COc1ccc(NC(=O)Cc2c(O)c3ccccc3[nH]c2=O)cc1	1	-8	-4	12%	-1%	4.8%	-17%	i	1.2	0%	17%
N#CC1(C#N)[C@@H](C(=O)C23CC4CC(CC(C4)C2)C3)C12CCOCC2	1.1	-14	-14	-6%	9%	0.9%	-2.7%	i	0.7	3%	-5%
O=C(Nc1ccc(F)c(Cl)c1)c1ccc2c(=O)n3c(nc2c1)CCCCC3	1.1	2	-2	10%	4%	8.6%	-5.1%	i	0.6	-13%	3%
CCOC(=O)N1CCC(n2c(=S)[nH]c3ccccc3c2=O)CC1	1	29	31	-5%	-3%	3.1%	-7.4%	i	1.3	-2%	-3%
Cc1nn(CC(=O)N2c3ccccc3NC(=O)C2(C)C)c(C)c1[N+](=O)[O-]	1	-1	-17	-21%	-3%	-0.3%	-4.0%	i	0.8	8%	-11%
C=C(C)c1cccc(C(C)(C)NC(=O)N2CC(C)OC(C)C2)c1 (stereo not given)	1.1	-7	7	5%	4%	1.5%	-1.7%	i	0.3	17%	0%
C/C=C/C=C/C(=O)OC(C)C(=O)Nc1cc([N+](=O)[O-])ccc1OC (stereo not given)	1	-5	11	-7%	1%	1.9%	-5.7%	i	0.7	-1%	-6%
O=C(NCCN1CCOCC1)c1ccc2c(c1)ncn2C1CCCCC1	1.1	3	-5	-2%	4%	0.6%	-1.6%	i	0.9	5%	-5%
More results follow.
SMILES	TNAP activation fold	WT yeast gro inh	WT yeast gro inh mutant strain	human PMI inhibition	SIAH1 antagonists	RSV antiviral HEp-2	XIAP antagonists	Myeloid diff 2	Myeloid diff 2 GFP+ MAC1+ %	Salmonella PhoP GFP	PMI inhibition
COc1c(C(=O)Nc2nccs2)ccc2ccccc12	.	.	.	.	11%	17%	.	i	0.4	4%	.
CCN1CCN(c2ccc(NC(=O)c3ccccc3F)cc2Cl)CC1	1.1	-8	4	-8%	-1%	-2.1%	-7.3%	i	0.4	3%	-5%
O=C(NCc1ccco1)C(NS(=O)(=O)c1cccc2nsnc12)c1ccccc1 (stereo not given)	1	-14	-1	-8%	-2%	1.9%	-2.8%	i	0.4	-9%	-3%
CCCC(=O)NC(c1ccc(OC)c(OC)c1)c1cc(Cl)c2cccnc2c1O (stereo not given)	1	-2	-1	12%	-9%	-4.3%	-8.7%	?	.	-5%	48%
O=C(NCCCNC(=O)c1ccco1)c1cccc(F)c1	.	.	.	.	-1%	0.5%	.	i	0.9	9%	.
CCN(CC)C(=O)CC(c1ccc(N(C)C)cc1)c1c(O)cc(OC)cc1OC (stereo not given)	.	.	.	.	-2%	0.1%	.	i	1.5	-2%	.
Cc1cc(C)c(NC(=O)C(C)N2CCCCCC2)c(C)c1 (stereo not given)	.	.	.	.	0%	0.1%	.	i	0.9	-2%	.
O=C(Oc1ccccc1)c1cccc(COC(=O)c2cnccn2)c1	1.2	-3	-14	18%	-3%	0.9%	-1.3%	i	5.4	-3%	9%
Cc1ccc(-n2c3nc(=O)[nH]c(=O)c-3cc3cc([N+](=O)[O-])ccc32)cc1	0.9	5	8	-12%	-2%	7.5%	-9.4%	i	0.9	14%	-1%
Cn1c(=O)c2c(nc(Oc3ccccn3)n2C)n(C)c1=O	1.1	.	.	0%	0%	.	-4.3%	.	.	.	1%

Some of these compounds in order of formula weight, highest first:
SMILES	TNAP activation fold	WT yeast gro inh	WT yeast gro inh mutant strain	human PMI inhibition	SIAH1 antagonists	RSV antiviral HEp-2	XIAP antagonists	Myeloid diff 2	Myeloid diff 2 GFP+ MAC1+ %	Salmonella PhoP GFP	PMI inhibition
CC(C)/C(=N\NS(=O)(=O)c1ccc(Br)cc1)c1cccs1	1.1	29	14	0%	7%	1.9%	-8.5%	i	0.7	0%	3%
O=C(NCCN1CCOCC1)c1ccc2c(c1)ncn2C1CCCCC1	1.1	3	-5	-2%	4%	0.6%	-1.6%	i	0.9	5%	-5%
CCOC(=O)N1CCC(n2c(=S)[nH]c3ccccc3c2=O)CC1	1	29	31	-5%	-3%	3.1%	-7.4%	i	1.3	-2%	-3%
O=C(CNCc1ccco1)Nc1ccc(N2CCCCCC2)cc1	1.2	8	-2	6%	-1%	-2.0%	-1.9%	i	1.0	2%	21%

High-throughput results: PubChem, several laboratories
